Screens deposited in PubChem BioAssay by Sanford-Burnham Center for Chemical Genomics.
tim23-1 inh: tim23-1 yeast growth inhibition; inhibition, % at 20 µM; actives 1.3% (n = 330,000); S. cerevisiae tim23-1 growth, BacTiter-Glo luminescence, 24 h;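 active means growth inhibition of the mutant yeast at or above 50%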;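 further: temperature-sensitive mutant grown at 25 °C; plate controls were DMSO-treated mutant yeast for no effect and medium wells lacking yeast for full effect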
UPR XBP1 act: activators of adaptive arm of unfolded protein response (XBP1); CHO-XBP1 luciferase reporter, IRE1-XBP1 UPR activation, luminescence; percent of tunicamycin response, DMSO as zero; activation, % at 20 µM; actives 0.33% (n = 330,000); AID 463104;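 active means versus positive control, 20 µM dose yields 30% or more activation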;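 further: 100% = tunicamycin at 10 µg/mL and 0% = DMSO only wells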
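Assay system: CHO-XBP1 luciferase reporter cells; Schedule: 6 h treatment, 37 °C; Detection: glow luminescence from Steady-Glo reagent; Benchmarks: high control tunicamycin 10 µg/mL final, low control DMSO vehicle only.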
APJ ag: agonists of human APJ apelin receptor. P35414. actives 0.11% (n = 330,000). activation, % at 20 µM. AID 2520. CHO-K1 APJ PathHunter beta-arrestin, luminescence; 0% DMSO wells, 100% apelin;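 active means activation more than six SD over the plate average, tested at 20 µM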;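 further: 0% = DMSO alone and 100% = apelin-13 at 10 nM; some results filed as inactive read as strong as hits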
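Assay system: CHO-K1 cells stably expressing ProLink-tagged human APJ and arrestin–beta-gal acceptor. Compound dosing: 20 µM single point, 1% DMSO. Times: 16-18 h seeding, 90 min dark compound exposure, 60 min detection. Detection: beta-gal luminescence. Evaluation: APJ–arrestin association signal. Controls: negative DMSO alone, positive Apelin-13 at 10 nM.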
UPR CHOP act: apoptotic UPR (CHOP) activation; CHO-CHOP luciferase reporter, luminescence; percent of tunicamycin response over DMSO baseline; activation, % at 10 µM; actives 0.34% (n = 330,000);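 active means at 10 µM dose, activation of 40% or more, normalized to positive control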;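 further: 100% = tunicamycin at 10 µg/mL and 0% = DMSO alone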
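Material: CHO-CHOP cells, stable luciferase reporter of PERK-eIF2a-CHOP signalling; quantity: 500 reporter cells seeded per well; buffer or medium: F12 medium containing 10% fetal bovine serum; compound: one dose, 10 µM in 0.5% DMSO; incubation: 6 h compound treatment, 37 °C; measured by: Steady-Glo luciferase luminescence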
EBI2 antag: antagonists of human EBI2 receptor; P32249; EBI2 beta-arrestin recruitment, luminescence, 7a,25-OHC stimulated; inhibition, % at 5 µM; actives 0.81% (n = 360,000); in the data active means inhibition above about 38%;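 further: enzyme fragment complementation signal reports receptor beta-arrestin coupling in cells; 0% = agonist plus DMSO wells and 100% = wells without agonist; some results beyond the cut were filed as inactive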
CCR6 antagonist: CCR6 (human) receptor antagonism | AID 493098 | actives 0.49% (n = 340,000) | P51684 | CHO-K1 CCR6 PathHunter beta-arrestin, luminescence, CCL20-stimulated | inhibition, % at 20 µM;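 active means compounds whose inhibition of the agonist-driven luminescence signal at 20 µM reaches about 50%, limit read from the data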;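 further: cells stimulated with CCL20 at 14 nM final; plate controls were DMSO with CCL20 for no effect and DMSO without agonist for full effect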
Mdm2 MdmX PPI: inhibitors of human Mdm2/MdmX interaction; O15151+Q00987; SaOS-2 split-luciferase Mdm2/MdmX complementation, luminescence; inhibition, % at 8 µM; actives 3% (n = 330,000); AID 485346;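 active means inhibition of at least 50% at 8 µM in the primary screen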
Target sequence (O15151 whole entry, looked up): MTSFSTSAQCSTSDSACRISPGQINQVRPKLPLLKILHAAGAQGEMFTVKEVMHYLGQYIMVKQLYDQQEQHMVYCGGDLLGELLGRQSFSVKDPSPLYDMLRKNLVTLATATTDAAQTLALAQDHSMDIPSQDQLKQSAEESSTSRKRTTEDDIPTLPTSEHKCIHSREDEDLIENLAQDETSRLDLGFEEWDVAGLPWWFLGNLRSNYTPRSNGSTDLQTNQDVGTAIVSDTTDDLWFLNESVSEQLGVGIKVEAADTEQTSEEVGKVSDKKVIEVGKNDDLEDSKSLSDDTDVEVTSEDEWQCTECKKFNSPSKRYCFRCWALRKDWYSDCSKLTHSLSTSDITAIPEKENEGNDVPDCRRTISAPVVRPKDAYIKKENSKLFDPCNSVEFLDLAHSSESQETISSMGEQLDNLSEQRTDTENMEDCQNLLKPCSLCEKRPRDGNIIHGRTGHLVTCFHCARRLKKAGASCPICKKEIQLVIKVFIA
Target sequence (Q00987 whole entry, looked up): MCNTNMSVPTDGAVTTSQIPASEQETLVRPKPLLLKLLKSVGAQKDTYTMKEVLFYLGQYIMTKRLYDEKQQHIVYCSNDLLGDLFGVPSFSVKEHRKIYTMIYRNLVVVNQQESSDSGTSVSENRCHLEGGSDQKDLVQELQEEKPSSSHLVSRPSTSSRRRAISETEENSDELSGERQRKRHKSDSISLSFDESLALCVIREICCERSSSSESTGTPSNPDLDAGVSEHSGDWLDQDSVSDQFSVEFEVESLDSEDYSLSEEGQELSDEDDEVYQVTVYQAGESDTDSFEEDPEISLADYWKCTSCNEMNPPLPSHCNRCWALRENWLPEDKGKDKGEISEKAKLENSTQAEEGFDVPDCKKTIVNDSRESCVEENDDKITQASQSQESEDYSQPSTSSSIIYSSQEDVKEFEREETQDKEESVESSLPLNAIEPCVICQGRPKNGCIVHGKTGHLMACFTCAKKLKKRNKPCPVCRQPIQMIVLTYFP
APJ antag: APJ receptor antagonism | inhibition, % at 20 µM | P35414 | CHO-K1 APJ beta-arrestin complementation, luminescence | actives 0.32% (n = 330,000);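 active means inhibition above about 40% at 20 µM, limit read from the data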;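 further: cells challenged with 10 nM apelin-13 agonist together with compound; plate controls were apelin-13 plus DMSO wells for no effect and DMSO wells lacking apelin-13 for full effect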
CXCR6 block: blocks human CXCR6 beta-arrestin recruitment. CHO-K1 PathHunter CXCR6 beta-arrestin, luminescence. inhibition, % at 20 µM. actives 0.36% (n = 360,000). AID 602244; in the data active means inhibition above about 34%, passing the limit was not always enough;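 further: antagonist mode with CXCL16 agonist at 10 nM final; 0% = 10 nM CXCL16 with DMSO and 100% = unstimulated wells without agonist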
The depositor's hits bear a star.

For c1ccc(Nc2nc(NCC3CCCO3)c3ccccc3n2)cc1 (stereo not given) the results were tim23-1 inh -36, UPR XBP1 act 6, APJ ag 1, UPR CHOP act 4.8, EBI2 antag 12, CCR6 antagonist -11, Mdm2 MdmX PPI 44, APJ antag -52 and CXCR6 block -5.
For CC1(C)S[C@@H]2[C@H](NC(=O)C(NC(=O)N3CCNC3=O)c3ccccc3)C(=O)N2[C@H]1C(=O)O (stereo not given in full) the results were tim23-1 inh 8, UPR XBP1 act -2, APJ ag -4, UPR CHOP act 3.5, EBI2 antag -14, CCR6 antagonist -1, Mdm2 MdmX PPI 27, APJ antag 6 and CXCR6 block -6.
CC(NC(=O)c1ccccc1)C(=O)OCC(=O)c1ccc(Br)cc1 (stereo not given) was read as tim23-1 inh 9, UPR XBP1 act 0, APJ ag -6, UPR CHOP act 0.6, EBI2 antag 5, CCR6 antagonist 16, Mdm2 MdmX PPI -10, APJ antag 23 and CXCR6 block 5.
For O=C(c1ccc(COc2ccc3ccccc3c2)o1)N1N=C(C(F)F)CC1(O)C(F)F (stereo not given) the results were tim23-1 inh 6, UPR XBP1 act -1, APJ ag -2, UPR CHOP act -0.8, EBI2 antag 3, CCR6 antagonist 4, Mdm2 MdmX PPI 34, APJ antag -30 and CXCR6 block -3.
O=C(NNC(=S)NCc1ccccc1)c1ccc(Br)cc1 was read as tim23-1 inh 7, UPR XBP1 act 2, APJ ag -4, UPR CHOP act 2.0, EBI2 antag -6, CCR6 antagonist -2, Mdm2 MdmX PPI 6, APJ antag -19 and CXCR6 block -2.
C#CCOCCOCCOCCNc1nc(N2CCN(C(=O)[C@H](CCC(=O)O)n3cc([C@@H](N)[C@H](C)CC)nn3)CC2)nc(N2CCN(C(=O)[C@H](CCC(=O)O)n3cc([C@@H](N)CCSC)nn3)CC2)n1 was read as tim23-1 inh 8, UPR XBP1 act 1, APJ ag 3, UPR CHOP act 1.0, EBI2 antag 1, CCR6 antagonist -15, Mdm2 MdmX PPI -15, APJ antag 10 and CXCR6 block 1.
`Cc1cc(-c2nnc(SCc3ccccn3)o2)no1` gave tim23-1 inh 5, UPR XBP1 act -1, APJ ag 3, UPR CHOP act 0.3, EBI2 antag -5, CCR6 antagonist 7, Mdm2 MdmX PPI -2, APJ antag -7 and CXCR6 block -3.
Screening COC(=O)c1cccc(N(CC(=O)NC2CCCCC2)C(=O)CNC(=O)c2cccs2)c1 returned tim23-1 inh 5, UPR XBP1 act 0, APJ ag 0, UPR CHOP act -1.2, EBI2 antag 5, CCR6 antagonist 7, Mdm2 MdmX PPI 25, APJ antag 19 and CXCR6 block -1.
For COc1ccc(Cl)cc1NC(=O)C1CCN(C(=O)Nc2ccccc2)CC1 the results were tim23-1 inh 17, UPR XBP1 act -3, APJ ag -1, UPR CHOP act 0.3, EBI2 antag 11, CCR6 antagonist 3, Mdm2 MdmX PPI -22, APJ antag -14 and CXCR6 block 5.
COC(=O)CN(C)C(=O)CC1C(=O)NCCN1CC(C)(C)C (stereo not given) was read as tim23-1 inh 6, UPR XBP1 act -2, APJ ag -2, UPR CHOP act -2.9, EBI2 antag -9, CCR6 antagonist -11, Mdm2 MdmX PPI 9, APJ antag 4 and CXCR6 block -8.

Next section; the last two above are carried over.
For COc1ccc(Cl)cc1NC(=O)C1CCN(C(=O)Nc2ccccc2)CC1 the results were tim23-1 inh 17, UPR XBP1 act -3, APJ ag -1, UPR CHOP act 0.3, EBI2 antag 11, CCR6 antagonist 3, Mdm2 MdmX PPI -22, APJ antag -14 and CXCR6 block 5.
COC(=O)CN(C)C(=O)CC1C(=O)NCCN1CC(C)(C)C (stereo not given) was read as tim23-1 inh 6, UPR XBP1 act -2, APJ ag -2, UPR CHOP act -2.9, EBI2 antag -9, CCR6 antagonist -11, Mdm2 MdmX PPI 9, APJ antag 4 and CXCR6 block -8.
`Cc1ccc(-c2csc(/C(C#N)=C/Nc3ccc4c(c3)OCCO4)n2)cc1` gave tim23-1 inh -1, UPR XBP1 act 33*, APJ ag -3, UPR CHOP act 2.8, EBI2 antag -6, CCR6 antagonist -7, Mdm2 MdmX PPI 37, APJ antag -2 and CXCR6 block 0.
`Cc1nn(C)cc1C1C2=C(CC(C)(C)CC2=O)N(c2ccccc2)C2=C1C(=O)CC(C)(C)C2` gave tim23-1 inh 11, UPR XBP1 act -1, APJ ag -2, UPR CHOP act 0.8, EBI2 antag 10, CCR6 antagonist 5, Mdm2 MdmX PPI -2, APJ antag 10 and CXCR6 block -3.
Screening NC(=O)c1cc2ccccc2o/c1=N/NC(=O)c1cccs1 returned tim23-1 inh -9, UPR XBP1 act 8, APJ ag 0, UPR CHOP act 6.2, EBI2 antag 4, CCR6 antagonist -1, Mdm2 MdmX PPI 3, APJ antag -15 and CXCR6 block -4.
`O=C(CSc1nnc(-c2cccnc2)o1)N1CCCCC1` gave tim23-1 inh 15, UPR XBP1 act 3, APJ ag 3, UPR CHOP act -0.4, EBI2 antag 0, CCR6 antagonist 8, Mdm2 MdmX PPI -10, APJ antag -10 and CXCR6 block -3.
`Cc1ccccc1N1CCN(Cc2nc(Cc3ccccc3)no2)CC1` gave tim23-1 inh 25, UPR XBP1 act 0, APJ ag -1, UPR CHOP act -1.0, EBI2 antag -4, CCR6 antagonist 7, Mdm2 MdmX PPI 13, APJ antag -9 and CXCR6 block 1.
For COC(=O)CSc1nc(N2CCOCC2)c2c(c1C#N)CC(C)(C)N(C)C2 the results were tim23-1 inh 3, UPR XBP1 act 1, APJ ag -1, UPR CHOP act -0.1, EBI2 antag 0, CCR6 antagonist -4, Mdm2 MdmX PPI 0, APJ antag 8 and CXCR6 block 6.
Screening CC(C)NC(=O)Cn1c(SCC(=O)c2ccc(F)cc2)nc2ccccc21 returned tim23-1 inh 1, UPR XBP1 act 0, APJ ag -6, UPR CHOP act -0.1, EBI2 antag -4, CCR6 antagonist 15, Mdm2 MdmX PPI -4, APJ antag 2 and CXCR6 block 10.
Screening CCOC(=O)CNC(=O)c1cc(OC)cc(OC)c1 returned tim23-1 inh 11, UPR XBP1 act -3, APJ ag -1, UPR CHOP act 0.0, EBI2 antag -2, CCR6 antagonist 1, Mdm2 MdmX PPI 12, APJ antag 4 and CXCR6 block -7.
For CCN(C(=O)c1cn(C)c(=O)c2cc(OC)c(OC)cc12)c1cc(OC)ccc1OC the results were tim23-1 inh 1, UPR XBP1 act 2, APJ ag -3, UPR CHOP act 1.0, EBI2 antag 0, CCR6 antagonist 13, Mdm2 MdmX PPI 18, APJ antag 5 and CXCR6 block 5.
For COc1ccc(C(=O)Nc2ccccc2N2CCN(C(=O)c3ccccc3)CC2)cc1Br the results were tim23-1 inh 32, UPR XBP1 act 1, APJ ag -1, UPR CHOP act 3.5, EBI2 antag 42, CCR6 antagonist 6, Mdm2 MdmX PPI 39, APJ antag 4 and CXCR6 block 8.
Screening CCOC(=O)N1CCC(NC(=O)CCC(=O)N2CC(C)Oc3ccccc32)CC1 (stereo not given) returned tim23-1 inh 12, UPR XBP1 act -2, APJ ag -4, UPR CHOP act -4.0, EBI2 antag -1, CCR6 antagonist 1, Mdm2 MdmX PPI 1, APJ antag 13 and CXCR6 block 12.
NS(=O)(=O)c1cccc(NC(=O)c2ccno2)c1 was read as tim23-1 inh -4, UPR XBP1 act -1, APJ ag -1, UPR CHOP act 0.2, EBI2 antag 2, CCR6 antagonist 3, Mdm2 MdmX PPI -29, APJ antag 13 and CXCR6 block -2.
Cc1ccc(/C=c2\sc3n(c2=O)CN(c2cccc(Br)c2)CN=3)o1 was read as tim23-1 inh 7, UPR XBP1 act -1, APJ ag -3, UPR CHOP act -1.2, EBI2 antag -7, CCR6 antagonist 29, Mdm2 MdmX PPI 46, APJ antag 8 and CXCR6 block 3.
`O=C(CNC(=O)c1ccc2c(c1)OCCO2)N/N=C/c1ccc(O)cc1O` gave tim23-1 inh -14, UPR XBP1 act -2, APJ ag -3, UPR CHOP act -0.5, EBI2 antag -2, CCR6 antagonist -11, Mdm2 MdmX PPI 20, APJ antag 6 and CXCR6 block -2.
`COc1ccc(S(=O)(=O)Nc2nnc(Cc3ccc(OC)c(OC)c3)s2)cc1` gave tim23-1 inh 11, UPR XBP1 act 1, APJ ag -2, UPR CHOP act 0.4, EBI2 antag 14, CCR6 antagonist -5, Mdm2 MdmX PPI -9, APJ antag -1 and CXCR6 block -9.
`CC(=O)c1cccc(NC(=O)Nc2cnn(Cc3ccc(Cl)cc3Cl)c2)c1` gave tim23-1 inh -7, UPR XBP1 act 1, APJ ag -1, UPR CHOP act -0.5, EBI2 antag 15, CCR6 antagonist 15, Mdm2 MdmX PPI 28, APJ antag 12 and CXCR6 block -14.
`Cc1cccc2cc(C3CC(c4cccs4)=NN3S(C)(=O)=O)c(Cl)nc12` (stereo not given) gave tim23-1 inh 45, UPR XBP1 act 0, APJ ag -3, UPR CHOP act -1.8, EBI2 antag 2, CCR6 antagonist 17, Mdm2 MdmX PPI -8, APJ antag -11 and CXCR6 block 2.
COc1cccc(NC2c3ccccc3C(=O)N2Cc2ccccc2Cl)c1 (stereo not given) was read as tim23-1 inh 18, UPR XBP1 act -2, APJ ag -3, UPR CHOP act -0.2, EBI2 antag 3, CCR6 antagonist 8, Mdm2 MdmX PPI -16, APJ antag 32 and CXCR6 block 0.
Cc1ccc(S(=O)(=O)N(C)c2ccc(C(=O)NCC3CCCO3)cc2)cc1 (stereo not given) was read as tim23-1 inh 15, UPR XBP1 act -1, APJ ag -4, UPR CHOP act -1.9, EBI2 antag -2, CCR6 antagonist -13, Mdm2 MdmX PPI 9, APJ antag 14 and CXCR6 block 0.
O=C(NN1CCOCC1)c1cc(-c2cccs2)nc2ccccc12 was read as tim23-1 inh 3, UPR XBP1 act -1, APJ ag -1, UPR CHOP act 1.8, EBI2 antag -6, CCR6 antagonist 13, Mdm2 MdmX PPI -12, APJ antag -5 and CXCR6 block 2.
For CCCCCn1c(CN2CCN(C(=O)OCC)CC2)nc2c1c(=O)[nH]c(=O)n2C the results were tim23-1 inh -6, UPR XBP1 act 1, APJ ag -3, UPR CHOP act -1.3, EBI2 antag -2, CCR6 antagonist 10, Mdm2 MdmX PPI 3, APJ antag 19 and CXCR6 block 5.
For CCOC(=O)c1c(-c2cccs2)csc1NC(=O)COC(=O)c1c(C)noc1C the results were tim23-1 inh 11, UPR XBP1 act -2, APJ ag -1, UPR CHOP act 0.9, EBI2 antag 10, CCR6 antagonist 12, Mdm2 MdmX PPI -8, APJ antag 0 and CXCR6 block 2.
`CCOC(=O)c1c(-c2ccco2)csc1NC(=O)COC(=O)c1cnccn1` gave tim23-1 inh -6, UPR XBP1 act 0, APJ ag -10, UPR CHOP act 1.5, EBI2 antag -2, CCR6 antagonist 9, Mdm2 MdmX PPI 7, APJ antag 7 and CXCR6 block 3.

Only part of the results is shown. The share of hits here may be higher or lower than overall.
